# Screening results from PubChem BioAssay.
# MmCpn inh – blocks the Methanococcus maripaludis chaperonin Mm-Cpn. purified Mm-Cpn ATPase, ADP Transcreener TR-FRET. Potency, µM (highest dose often 76.9 µM), for inactives: at the top dose activity, negative = inhibition, hits mostly inhibitors. 330,000 tested, 0.031% active. AID 504842; note: potency is the fitted concentration of half-maximal effect; % is set by controls: 0 for no effect and ±100 for the full control effect; nearly all actives have a fitted effect of over 80% in size
#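 Measured: ADP formation by purified Mm-CPN. Conditions: 25 nM protein, 10 uM ATP, Tris pH 7.4 with Mg2+, K+ and DTT, 37°C for 30 min. Detection: Transcreener HTRF after 30 min at room temperature.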
# GLP-1R inv ag – acts as inverse agonist at human GLP-1 receptor | P43220 | 410,000 tested, 1.6% active | HEK293 GLP-1R CRE-luciferase, luminescence, 24 h; GLP-1R form is constitutively active | Potency, µM (top dose mostly 38.3 µM), for inactives: at the highest dose activity change, negative = inhibition, hits mostly inhibitors; note: potency is the fitted concentration of half-maximal effect; % is set by controls: 0 for no effect and ±100 for the full control effect; nearly all actives have a fitted effect of over 55% in size
# Target sequence (P43220 whole entry, looked up): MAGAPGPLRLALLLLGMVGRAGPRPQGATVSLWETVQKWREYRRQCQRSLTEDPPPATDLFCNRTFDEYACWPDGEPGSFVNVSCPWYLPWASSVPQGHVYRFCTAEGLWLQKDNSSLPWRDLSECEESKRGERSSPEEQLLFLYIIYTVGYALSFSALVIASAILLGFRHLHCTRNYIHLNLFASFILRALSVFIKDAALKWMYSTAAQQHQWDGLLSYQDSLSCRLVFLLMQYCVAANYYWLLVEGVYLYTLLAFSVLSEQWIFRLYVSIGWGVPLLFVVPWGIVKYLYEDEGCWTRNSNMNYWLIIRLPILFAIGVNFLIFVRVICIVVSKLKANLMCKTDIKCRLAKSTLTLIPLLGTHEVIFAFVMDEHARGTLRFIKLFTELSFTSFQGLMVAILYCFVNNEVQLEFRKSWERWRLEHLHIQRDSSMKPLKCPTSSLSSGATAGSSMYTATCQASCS
#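 qHTS in 1536-well format: reporter HEK293 cells expressing constitutive GLP-1R activity in DMEM + 10% Nu serum, 24 hr with compounds at 37 deg C, luminescence read after 12 min with detection reagent.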
# Abeta yeast res – compounds reversing amyloid beta toxicity in yeast; yeast expressing A-beta42, growth rescue, OD600, 48 h; response scale: 0% DMSO, 100% iron-clioquinol control; Potency, µM (series often up to 46.1 µM), for the others: at the highest dose growth rescue, usual class: activators; 410,000 tested, 0.063% active; AID 1347071; note: potency is the fitted concentration of half-maximal effect; nearly all actives have a fitted effect of over 55% in size
#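 Growth rescue measured by 600 nm absorbance after 48 h yeast culture at 30 C with compound. Values normalized between DMSO and an equimolar ferric chloride plus clioquinol control.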
# TDP-43 yeast inh – rescues yeast growth from TDP-43 toxicity; TDP-43 expressing yeast growth rescue, BacTiter-Glo, 24 h; Potency, µM (series often up to 46.1 µM), without a hit: top-dose growth rescue (activation), usual class: activators; 410,000 tested, 1.8% active; note: potency is the fitted concentration of half-maximal effect; % of control where 0% means no effect; nearly all actives have a fitted effect of over 50% in size
#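 Growth rescue of TDP-43-toxic yeast measured as ATP luminescence (BacTiter-Glo). Cells grown to mid-log in raffinose, induced in galactose at OD600=0.02, exposed to compound 24 hr at 30 deg C.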
# HEK293 tox – cytotoxic in the GLP-1 receptor inverse agonist counter-screen. Potency, µM (highest dose often 38.3 µM), for the others: at the top dose activity change, negative = inhibition, hits mostly inhibitors. AID 624418. HEK293 cAMP-luciferase reporter cells, luminescence, 24 h. 410,000 tested, 0.13% active;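 note: loss of luciferase light is scored as toxicity; potency is the fitted concentration of half-maximal effect; % is set by controls: 0 for no effect and ±100 for the full control effect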
#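 A 23 nL compound transfer followed 12 hours of cell culture at 37 deg C; exposure then lasted 24 hr. Luciferase assay detection reagent was dispensed and plates read for luminescence after a 12 min room-temperature wait.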
# FUS suppressor – FUS proteinopathy suppression in yeast | S. cerevisiae FUS-expressing, growth rescue, OD600, 24 h | Potency, µM (series often up to 76.6 µM), for the others: at the top dose growth rescue (activation), most hits filed as activators | 390,000 tested, 0.24% active | AID 1347120;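 note: potency is the fitted concentration of half-maximal effect; plate controls were DMSO vehicle for no effect and reference control for full effect; nearly all actives have a fitted effect of over 55% in size; some results filed as inactive show a strong effect at the top dose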
#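 Toxicity suppression screen in FUS-yeast. Cells induced with 2% galactose, starting OD 0.005, treated 24hr at 30C with compounds at multiple final concentrations; growth by OD600.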
# pAkt inh – Akt phosphorylation inhibition. Neuro2A IGF-stimulated pAkt S473 HTRF, 20 min; hits give low values. activity change, % for hits at 50 µM. 360,000 tested, 0.32% active; in the data active = activity change below about -80%; inconclusive = mostly about -51% to -80%; note: % is set by controls: 0 for no effect and ±100 for the full control effect
#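 Neuro2A cells (4,500/well, DMEM with 0.5% FBS) were treated with compound at a single 50 µM final concentration, stimulated with 6 nM IGF for 20 min at 37 °C, and lysed. Phospho-Akt Ser473 was read by HTRF as 665/615 ratio ×10^4.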
# PTHR1 ag – activates the human parathyroid hormone receptor PTHR1; Q03431; HEK293 GP2 PTHR1 cells, GloSensor cAMP luminescence, 1 h; Potency, µM (titrated, usually from 115 µM), without a hit: at the highest dose activation, hits mostly activators; 410,000 tested, 0.075% active; AID 743266; note: potency is the fitted concentration of half-maximal effect; nearly all actives have a fitted effect of over 55% in size; some results filed as inactive show a strong effect at the top dose; inactives centre near -15; many of its hits are not listed in these tables
# Target sequence (Q03431 whole entry, looked up): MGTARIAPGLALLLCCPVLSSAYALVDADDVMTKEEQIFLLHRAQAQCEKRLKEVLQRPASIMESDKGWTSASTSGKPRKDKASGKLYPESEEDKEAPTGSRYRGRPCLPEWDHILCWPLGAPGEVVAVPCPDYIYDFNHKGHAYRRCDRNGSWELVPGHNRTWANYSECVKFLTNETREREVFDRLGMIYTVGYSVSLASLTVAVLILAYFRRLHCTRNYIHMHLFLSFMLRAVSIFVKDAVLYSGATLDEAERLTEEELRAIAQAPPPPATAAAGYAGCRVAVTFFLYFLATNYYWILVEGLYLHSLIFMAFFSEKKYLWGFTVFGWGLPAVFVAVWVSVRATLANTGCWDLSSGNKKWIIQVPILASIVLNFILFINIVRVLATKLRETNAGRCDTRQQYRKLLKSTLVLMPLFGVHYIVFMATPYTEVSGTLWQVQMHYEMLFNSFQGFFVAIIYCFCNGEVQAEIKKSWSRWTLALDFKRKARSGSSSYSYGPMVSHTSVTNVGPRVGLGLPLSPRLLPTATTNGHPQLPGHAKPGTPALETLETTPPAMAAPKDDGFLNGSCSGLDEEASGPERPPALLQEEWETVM
#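 HEK-293-derived GP2 cells expressing PTHR1 and a GloSensor cAMP reporter, 3,000/well, plated overnight, given luciferin plus IBMX (each 0.5 mM as added) for 1 h at 37 °C, then compound for 1 h at 37 °C. Luminescence was read after 15 min at room temperature.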
# aSyn rescue – rescues yeast growth from alpha-synuclein toxicity | Yeast expressing alpha-synuclein, growth rescue, BacTiter-Glo, 24 h | Potency, µM (top dose mostly 46.1 µM), inactives show at the highest dose growth rescue (activation), most hits filed as activators | 370,000 tested, 0.14% active | AID 652106; note: potency is the fitted concentration of half-maximal effect; % of control where 0% means no effect; nearly all actives have a fitted effect of over 65% in size
#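 Readout is rescue of growth in alpha-synuclein-expressing yeast, so inhibitors of toxicity appear as activators. Growth after 24 hr at 30 deg C in galactose medium is quantified by luminescence.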
# * = called active by the depositor; i = inactive; ? = inconclusive; nt = not tested or not shown; [ ] = another dose, or the depositor's remark. Unless noted, calls come from the whole dose curve; as a rule, active = well fitted curve in the direction sought with a large enough effect; inconclusive = small, poorly fitted or top-dose-only effect, or another doubt; inactive = no such curve, though single readings can be large; an effect the other way counts as inactive or inconclusive.
item	compound	MmCpn inh	GLP-1R inv ag	Abeta yeast res	TDP-43 yeast inh	HEK293 tox	FUS suppressor	pAkt inh	PTHR1 ag	aSyn rescue
1	COc1ccc(NC(=O)/C(Cl)=C(/Cl)S(=O)Cc2ccccc2)cn1 (configuration not stated)	-4%	-7%	-82%[inhibitor]	3.5µM*	2.8µM*	nt	i	i	-80%[inhibitor]
2	CN(c1ccc(C(=O)NC2CC2)cc1)S(=O)(=O)c1ccccc1	1%	20%	-9%	5%	4%	18%	i	i	-3%
3	CCOc1cc(/C=N/NC(=O)c2ccc(O)cc2)ccc1Oc1nc(Cl)ncc1F	-2%	-20%	-15%	1%	-19%	-15%	i	-96%[inhibitor]	0%
4	CN1C(C(=O)NCc2cccc(C(F)(F)F)c2)CC2Cn3c(nc4ccccc43)C21 (configuration not stated)	1%	2%	-4%	11%	0%	-19%	i	-23%	1%
5	CCCCNC(=O)c1ccccc1C(=O)NCCCC	0%	-12%	1%	22%	-3%	2%	i	i	-2%
6	O=C(Nc1ccc(SC(F)F)cc1)c1cc(-c2ccncc2)nc2ccccc12	1%	?	10%	?	?	6%	i	-30%	9%
7	CCOC(=O)CNC(=O)Nc1ccccc1C(=O)OC	1%	-1%	2%	-12%	-22%	-8%	i	-7%[57.5 µM]	-5%
8	C/C(=N\NS(=O)(=O)c1ccc(Cl)c([N+](=O)[O-])c1)c1cc2ccccc2o1	1%	-7%	11%	0%	-58%	31%	i	-4%[57.5 µM]	11%
9	CCC(=O)c1ccc(OCC(=O)OCC(=O)Nc2sccc2C(N)=O)cc1	-5%	8%	8%	nt	-2%	-7%	i	-3%	2%
10	Cc1ccc(C(=O)N2CCCCC2C(=O)O)o1 (configuration not stated)	1%	-4%	6%	0%	-26%	-7%	i	-15%	1%
11	CCCc1nc(NCc2ccco2)c(C#N)c2c1COC(C)(C)C2	1%	4%	-6%	-8%	11%	-13%	i	-8%[57.5 µM]	0%
12	Cn1c(=O)n(C)c2cc(S(=O)(=O)O)ccc21	1%	-3%	6%	18%	-5%	-5%	i	i	2%
13	COc1cc(/C=C/c2nc3ccccc3c(=O)[nH]2)cc(Br)c1O	-8%	4%	8%	-1%	91%[activator]	4%	i	-1%	5%
14	COc1ccc(NC(=O)c2ccc(OCc3c(C)noc3C)c(OC)c2)cn1	-3%	18%	0%	-7%	0%	-17%	i	-4%	-1%
15	COc1cccc(CNC(=O)C2CCN(S(=O)(=O)c3cnc[nH]3)CC2)c1	1%	1%	8%	-8%	-17%	17%	i	0%[57.5 µM]	-8%
16	Cc1nn(C)c(C(=O)NNC(=O)NC2CCCCC2)c1Cl	1%	4%	13%	13%	-3%	-17%	i	-9%	-1%
17	COc1ccc(-n2cc(CNCC3CCOCC3)c(-c3cccc(F)c3)n2)cc1	-4%	?	2%	5%	?	6%	i	i	0%
18	c1ccc(CSc2ccc(-c3cccs3)nn2)nc1	0%	-9%[0.307 µM]	8%	27%	-2%[0.307 µM]	13%	i	-13%	-9%
19	Cc1ccc(NC(=O)c2ccc(NS(=O)(=O)/C=C/c3ccccc3)cc2)nc1	1%	-10%	15%	-1%	-3%	35%	i	-2%	20%
20	Cc1ccccc1-c1nnn(CC(=O)c2ccc(S(=O)(=O)N3CCCC3)cc2)n1	-4%	?	7%	4%	-16%	16%	i	-13%[57.5 µM]	9%
21	CCN(CC)CCCNS(=O)(=O)c1ccc(OC)cc1	2%	0%	0%	-21%	18%	?	i	24%	-3%
22	Cc1cccc(N(C)C(=O)COc2cc(=O)n(C)c3ccccc23)c1	1%	19%	-6%	2%	-4%	2%	i	i	17%
23	C=C(C)C(=O)Nc1ccc2nn(-c3ccccc3O)nc2c1	nt	?	-2%	17%	0%	3%	i	-44%[inhibitor]	-12%
24	Cc1cc(N2CCCC2=O)cc(C)c1CN1C(=O)c2ccccc2C1=O	-1%	2%	4%	-9%	20%	-8%	i	-35%	-3%
25	NC(=O)c1ncn([C@@H]2O[C@H](CNCc3cc(Br)ccc3OCc3ccccc3)[C@@H](O)[C@H]2O)n1	nt	1%	-3%	-1%	4%	-13%	i	-30%	0%
26	CCCCn1c(N)c(N(CC(C)C)C(=O)CSc2n[nH]c(-c3ccc(C)cc3)n2)c(=O)[nH]c1=O	-6%	-4%	6%	6%	-23%	?	i	-4%	5%
27	CCCCOC(=O)C1=C(C)NC(=O)NC1c1ccccc1 (configuration not stated)	0%	-4%	-20%	-2%	4%	-14%	i	i	-2%
28	CCNC(=S)N/N=C(\C)c1cccc(C(F)(F)F)c1	-1%	4.5µM*	22%	12%	4.5µM*	0%	i	-11%	-16%
29	Cc1ccc(N2C(=O)C(CC(=O)Nc3ccc(F)cc3)N(CCC3=CCCCC3)C2=O)cc1 (configuration not stated)	nt	?	10%	13%	-6%	-11%	nt	-12%	nt
30	O=C1Nc2cc(Cl)c(Cl)cc2N(O)N1c1cc(Cl)cc(Cl)c1	0%	0%	-3%	-9%	-17%	2%	i	-5%	-10%
31	COc1ccc(CCNC(=O)c2cc(S(=O)(=O)N3CCCC3)cn2C)cc1OC	-1%	13%	5%	2%	0%	-16%	i	-21%	-2%
32	Cc1ccc(C)c(S(=O)(=O)Nc2cc(SCC(=O)O)c(O)c3ccccc23)c1	-5%	-21%	-13%	9%	-27%	10%	i	i	0%
33	O=C(NCC(=O)N1CCN(C(=O)c2ccco2)CC1)c1cccc(Cl)c1	-2%	-8%	-11%	2%	-1%	-11%	i	i	-2%
34	CCCC(=O)Nc1ccc(NC(=O)c2cccs2)cn1	0%	0%	1%	1%	6%	9%	i	-18%[57.5 µM]	0%
35	Cc1[nH]c2ccccc2c1C(=O)COc1ccccc1F	1%	?	5%	12%	-13%	-17%	i	i	1%
36	O=CNc1ccc2c(c1)Cc1cccc(NC=O)c1-2	nt	-11%	-4%	25%	2%	22%	i	-10%	4%
37	COC(=O)CC1c2cc(OC)c(OC)cc2CC(=O)c2cc(OC)c(OC)cc21 (configuration not stated)	1%	6%	8%	11%	-15%	nt	i	i	6%
38	CCOC(=O)c1cc(C)n(-c2ccc(Cl)cc2)c1C	-3%	?	-16%	11%	18%	2%	i	i	-9%
39	CCN(CC)c1ccc(S(=O)(=O)N2CCOCC2)cc1NC(=O)COC(=O)c1cccnc1SC	-2%	100%[activator]	3%	-20%	-1%	3%	i	-5%	4%
40	Cn1c(SCC(=O)c2ccc(-c3ccccc3)cc2)nnc1-c1ccco1	-20%	2%	-2%	21%	10%	29%	i	-23%[57.5 µM]	16%
41	CC[C@]12c3[nH]c4cc(-c5ccco5)ccc4c3CCN1C(=O)[C@@H](CC(=O)NC(C)(C)C)C[C@@H]2C(=O)N1CCN(C(=O)c2ccco2)CC1	-2%	-21%	-3%	21%	0%	?	i	-21%	3%
42	Cc1ccsc1/C=N/N=C/c1sccc1C	-1%	?	-8%	18%	-11%	-26%	i	-47%[inhibitor]	2%
43	O=C(C(=O)N1CCN(c2ccc([N+](=O)[O-])cc2)CC1)c1cn(CC(=O)N2CCOCC2)c2ccccc12	0%	4%	-3%	0%	?	21%	i	-20%	-4%
44	CC(=O)NS(=O)(=O)c1ccc(NC(=S)NC(=O)C(C)C)cc1	0%	10%	-4%	-29%	-1%	13%	i	-3%	-2%
45	O=S(=O)(c1ccc(C2=CSC3=NCCN23)cc1)N1CCOCC1	-1%	-11%	4%	2%	-5%	13%	i	i	0%
46	CCOC(=O)c1c(C)oc2nc(C)nc(NCc3ccc(Cl)cc3)c12	nt	5%	-21%	16%	13%	-24%	nt	?	nt
47	COc1ccc(C(CNC(=O)c2ccc(S(=O)(=O)Nc3ccccc3F)cc2)N(C)C)cc1 (configuration not stated)	-1%	-2%	-18%	?	12%	29%	i	0%	0%
48	COc1ccc(S(=O)(=O)N2CCN(Cc3nc4ccc(C)cc4o3)CC2)cc1	nt	1%	5%	18µM*	9%	10%	nt	-35%	nt
49	Cc1cc2occ(CC(=O)NNC(=O)c3ccccc3F)c2cc1C	1%	?	11%	28%	3%	23%	i	i	0%
50	CCN(CC)CCOC(=O)c1ccc(NC(=O)c2cc3cccc(OC)c3oc2=O)cc1	nt	-16%	-14%	3%[9.22 µM]	-1%	-16%	nt	-8%	nt
51	CCOC(=O)C1CCCN(Cc2ccc(OC)cc2OC)C1 (configuration not stated)	-1%	-2%	3%	-9%	5%	-1%	nt	-18%	nt
52	CC(C)n1c(=N)c(C(=O)NCCc2ccccc2)cc2c(=O)n3ccccc3nc21	-1%	?	21%	-6%	nt	4%	i	-15%[57.5 µM]	7%
53	Cc1ccc2c(c1)c1c(n2C)-c2[nH]ncc2CC1	-2%	52%	-92%[inhibitor]	?	7%	23%	i	-5%	5%
54	COc1ccc(C(=O)Nc2ccc3c(c2)n(C)c(=O)n3C)cc1OC	1%	18%	5%	9%	1%	-10%	i	i	0%
55	O=C(CSc1nc(=O)n2ccccc2n1)N1CCC(Cc2ccccc2)CC1	0%	13%	-19%	20µM*	-4%	9%	i	-22%	4%
56	O=C(COc1ccc(Cl)cc1)Nc1nnc(C2=COCCO2)o1	-1%	5%	-2%	-10%	-3%	13%	i	-14%	-5%

# Some of the compounds tested, so the mix of outcomes need not match the whole.
